# Bioassay records as filed in PubChem BioAssay.
# BAZ2B block: inhibitors of human BAZ2B bromodomain | hit rate 4.4% among 360,000 | Potency, µM (top dose mostly 114 µM), for the others: at the highest dose activity change, negative = inhibition, actives largely listed as inhibitors | AlphaScreen BAZ2B-H3K14Ac peptide displacement; further: potency means the concentration at half of the fitted maximal effect; on the % scale 0 is the no-effect control and ±100 the full control effect; nearly all actives have a fitted effect of over 60% in size
#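 AlphaScreen luminescence quantifies BAZ2B engagement of H3K14Ac peptide; the protein and biotinylated peptide are both at 50 nM final, buffer PBS pH 7.4 with 0.01% Tween-20, all steps at room temperature.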
# POLH inh: DNA polymerase eta (human) inhibition. hit rate 1.2% among 390,000. Q9Y253. Potency, µM (top dose mostly 114 µM), for the others: at the highest dose activity change, negative = inhibition, usual class: inhibitors. recombinant Pol eta, fluorescent DNA replication assay; further: potency means the concentration at half of the fitted maximal effect; on the % scale 0 is the no-effect control and ±100 the full control effect
# Target sequence (Q9Y253 whole entry, looked up): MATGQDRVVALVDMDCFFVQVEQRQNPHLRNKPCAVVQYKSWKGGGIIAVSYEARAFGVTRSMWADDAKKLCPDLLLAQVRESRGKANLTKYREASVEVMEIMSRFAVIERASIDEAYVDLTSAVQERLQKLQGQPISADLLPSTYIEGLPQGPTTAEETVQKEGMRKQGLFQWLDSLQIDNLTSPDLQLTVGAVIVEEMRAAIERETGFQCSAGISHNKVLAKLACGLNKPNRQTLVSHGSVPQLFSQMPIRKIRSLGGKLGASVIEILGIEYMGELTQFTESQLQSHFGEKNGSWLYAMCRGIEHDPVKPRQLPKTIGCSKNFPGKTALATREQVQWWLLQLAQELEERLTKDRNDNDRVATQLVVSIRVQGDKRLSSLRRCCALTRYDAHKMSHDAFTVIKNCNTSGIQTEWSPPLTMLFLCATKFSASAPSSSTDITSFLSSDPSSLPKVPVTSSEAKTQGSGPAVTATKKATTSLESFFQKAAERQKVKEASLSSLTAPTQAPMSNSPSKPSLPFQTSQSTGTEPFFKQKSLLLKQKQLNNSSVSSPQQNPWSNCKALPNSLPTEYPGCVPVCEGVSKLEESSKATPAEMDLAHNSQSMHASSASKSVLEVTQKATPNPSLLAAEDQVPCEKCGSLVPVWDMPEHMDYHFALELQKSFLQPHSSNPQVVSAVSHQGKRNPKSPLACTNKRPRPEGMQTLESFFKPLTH
#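 Pol eta at 10 nM preincubated with compounds 15 min at room temperature; reaction started with fluorescent substrate (50 nM final) and read kinetically at 0 and 10 min.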
# Pin1 inh: human Pin1 inhibition; Pin1 FP peptide displacement, HiFluor488, 10 min; Potency, µM (titrated, usually from 115 µM), for inactives: top-dose activity, negative = inhibition, usual class: inhibitors; hit rate 0.009% among 390,000; active means well fitted inhibition curve with a large enough effect in the polarisation, with a control signal flat, not every such curve was filed as active; inconclusive means small, poorly fitted or top-dose-only effect, or effect the other way, or a change in a side signal; inactive means no such curve, though single readings can be large or run the other way; the % refers to the polarisation; further: potency means the concentration at half of the fitted maximal effect; on the % scale 0 is the no-effect control and ±100 the full control effect
# Target sequence (Q13526 whole entry, looked up): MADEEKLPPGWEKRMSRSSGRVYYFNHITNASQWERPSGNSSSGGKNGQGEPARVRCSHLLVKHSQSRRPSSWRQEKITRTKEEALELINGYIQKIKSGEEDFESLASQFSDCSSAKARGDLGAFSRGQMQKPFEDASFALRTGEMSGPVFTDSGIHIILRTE
# JMJD2A Tudor inh: blocks the human JMJD2A Tudor domain. AlphaScreen JMJD2A-Tudor / H3K4me3 peptide binding. hit rate 4.4% among 390,000. Potency, µM (top dose mostly 114 µM), inactives show top-dose activity change, negative = inhibition, most hits filed as inhibitors; further: potency means the concentration at half of the fitted maximal effect; on the % scale 0 is the no-effect control and ±100 the full control effect; nearly all actives have a fitted effect of over 50% in size
# PI4K2A block: inhibitors of human PI4K2A; hit rate 0.13% among 420,000; Q9BTU6; purified PI4K2A, ADP-Glo luminescence, 1 h; hits give low values; activity change, negative = inhibition, % at 76.9 µM; in the data active means activity change below about -50%; inconclusive means mostly about -30% to -49%;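 further: -100% = wells without enzyme as full effect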
#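 Compounds are screened against recombinant PI4K2A using PI as substrate and ATP, the latter dispensed at 300 microM. Reactions run one hour at ambient temperature before ADP-Glo detection; full inhibition defined by wells lacking enzyme.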
# GLS inhibitor: glutaminase GLS (human) inhibition | hit rate 0.21% among 410,000 | GLS enzymatic activity, qHTS titration | Potency, µM (highest dose often 45.5 µM), for the others: at the highest dose activity change, negative = inhibition, hits mostly inhibitors; further: potency means the concentration at half of the fitted maximal effect; on the % scale 0 is the no-effect control and ±100 the full control effect
#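 Read-out is an Amplex red fluorescence increase coupled through glutamate oxidase and HRP, measured before and after 30 min room-temperature incubation. hKGA is in 45 mM KH2PO4 (pH 8.2) with 0.02% Tween-20; glutamine added as 1mM solution.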
# G9a inh: blocks human histone lysine methyltransferase G9a. Potency, µM (doses to about 102 µM), inactives show at the highest dose activity, negative = inhibition, hits mostly inhibitors. AID 504332. hit rate 8.8% among 350,000. G9a H3K9 monomethylation, AlphaScreen, 2 h; further: potency means the concentration at half of the fitted maximal effect; on the % scale 0 is the no-effect control and ±100 the full control effect; nearly all actives have a fitted effect of over 75% in size
#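 G9a (20 nM) was preincubated 15 min with compound, then reacted 2 h at room temperature with 500 nM biotin-H3K9 peptide and 20 µM SAM. Monomethyl-H3K9 detected by AlphaScreen using anti-H3K9me1 antibody.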
# HP1b chromo inh: blocks HP1-beta chromodomain binding to methylated histone tails. hit rate 0.56% among 390,000. Potency, µM (highest dose often 114 µM), inactives show at the highest dose activity change, negative = inhibition, usual class: inhibitors. AlphaScreen HP1-beta / biotin-H3K9me3 peptide binding. P83916; further: potency means the concentration at half of the fitted maximal effect; nearly all actives have a fitted effect of over 70% in size; inactives centre near 23
# Target sequence (P83916 whole entry, looked up): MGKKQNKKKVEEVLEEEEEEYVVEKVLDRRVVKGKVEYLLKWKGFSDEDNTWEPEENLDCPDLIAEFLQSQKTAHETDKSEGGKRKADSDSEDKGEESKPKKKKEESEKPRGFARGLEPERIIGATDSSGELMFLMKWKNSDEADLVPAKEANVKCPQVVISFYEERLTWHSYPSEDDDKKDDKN
#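 Compound inhibition of the preformed complex between 50 nM HP1-beta and 50 nM biotinylated H3K9me3 peptide was read by AlphaScreen. Buffer was PBS pH 7.4 with 0.01% Tween-20. Incubations ran 30 min at room temperature, with 10 ug/mL donor/acceptor beads.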
# Tb PGK inh: blocks T. brucei phosphoglycerate kinase. P07378. PGK/GAPDH coupled, Kinase-Glo luminescence, 60 min. Potency, µM (titrated, usually from 57.5 µM), for inactives: top-dose activity change, negative = inhibition, hits mostly inhibitors. hit rate 0.043% among 380,000. AID 602233; further: potency means the concentration at half of the fitted maximal effect; on the % scale 0 is the no-effect control and ±100 the full control effect; nearly all actives have a fitted effect of over 60% in size
#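 Luminescent ATP detection (Kinase-Glo Plus) follows a 60-minute room-temperature incubation, with wells lacking PGK as controls. Buffer: 100 mM TEA (pH 7.6), 5 mM MgCl2, 0.01% Tween-20. Coupling enzyme GAPDH (100 nM final) supplies unstable 1,3-BPG in-well.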
# Numbers without * were called inactive; i = inactive; ? = inconclusive; nt = no result given; [ ] = dose if it differs, or a comment. Unless noted, the call rests on the fitted dose curve; in most records, active means well fitted curve in the direction sought with a large enough effect; inconclusive means small, poorly fitted or top-dose-only effect, or another doubt; inactive means no such curve, though single readings can be large; an effect the other way counts as inactive or inconclusive. An excerpt; the hit share may differ from the screen's.
SMILES,BAZ2B block,POLH inh,Pin1 inh,JMJD2A Tudor inh,PI4K2A block,GLS inhibitor,G9a inh,HP1b chromo inh,Tb PGK inh
CCOC(=O)C1=C(C)N(CCCC(=O)O)C(=O)NC1c1ccccc1OS(=O)(=O)c1ccc([N+](=O)[O-])cc1 (stereo not drawn),nt,2%,-5%,-21%,1,1%,nt,19%,-1%
CCC(C)(C)C1CCc2[nH]nc(C(=O)NC3CCCCC3)c2C1 (stereo not drawn),9%,0%,0%,-17%,-4,2%,-15%[2.33 µM],43%[activator],-3%
COc1ccc(C(C)=O)cc1CSc1nnc(C)s1,-6%,-11%,-3%,-13%,4,0%,-10%,30%,nt
COc1cccc(Cn2cc(S(=O)(=O)c3ccc(C)cc3)c(=O)c3cc4c(cc32)OCO4)c1,-9%,-11%,41%[activator],-13%,-4,2%,-10%[59 µM],26%,i
O=C(COc1ccc2ccc(=O)oc2c1)Nc1cccnc1,-4%,-18%,-1%,3%,0,1%,5%[59 µM],36%,-9%
O=C(CN1C(=O)C2CC=CCC2C1=O)NC1CCCc2ccccc21 (stereo not drawn),10%,-4%,-14%,-3%,-4,-7%,-27%[12.7 µM],28%,-1%
Cc1cc(C(F)F)nn1CC(=O)N1CCSCC1,1%,4%,3%,4%,1,0%,-9%[59 µM],26%,i
CCOC(=O)C(Oc1ccc2c(-c3ccc(OC)cc3)cc(=O)oc2c1C)c1ccccc1 (stereo not drawn),0%,-3%,3%,-7%,0,2%,-9%,19%,i
O=C(C(c1ccccc1)c1ccccc1)N1CC[C@@]2(O)CCCC[C@H]2C1,0%,-6%,5%,-3%,-4,-1%,19%,7%,-5%
COc1ccc(NC(=O)CSc2nnc(-c3ccoc3C)n2CC2CCCO2)cc1 (stereo not drawn),4%,1%,-15%,-8%,2,18%,-14%[59 µM],14%,10%
COC(=O)c1ccc(Oc2c(C(F)(F)F)oc3c(CN4CCN(C)CC4)c(O)ccc3c2=O)cc1,-6%,-10%,3%,4%,0,18%,nt,17%,i
CCOC(=O)c1cocc1C(=O)O,nt,-19%,-2%,-3%,5,-1%,nt,22%,i
CC1(C)c2ccccc2-c2nc3ccccc3cc2C1O (stereo not drawn),2%,-17%,20%,1%,1,-15%,-7%,33%,-7%
O=C(NCCS(=O)(=O)NCCc1ccccc1)c1ccc2c(c1)OCO2,11%,-5%,2%,-4%,-3,7%,10%,5%,-2%
COc1ccc(/C=N/NC(=O)CC(=O)NCCc2ccccc2)cc1OC,8%,7%,-12%,-17%,-5,9%,nt,7%,-8%
Nc1nonc1NC(=O)CSc1ncccc1C(=O)O,-33%,6%,-1%,?,0,-13%,?,34%,-7%
Cc1ccc(-c2c(C(=O)N/N=C/c3ccc4c(c3)OCO4)nnn2-c2nonc2N)cc1,-19%[57.1 µM],-13%,33%[activator],-12%,-2,-5%,0%,33%,0%
CCN(CC)c1ccc(CNc2ccc3c(c2)ncn3CC)cc1,16µM*,-22%,0%,20µM*,0,0%,22µM*,35µM*,12%
Cc1ccccc1N1CN(Cc2ccco2)CNC1=S,6%,-4%,1%,-1%,4,-2%,-6%[59 µM],10%,8%
O=C(NNC(=O)c1ccncc1)Nc1ccc(Br)cc1,nt,-22%,0%,-11%,-8,16%,nt,39%,-5%
O=S(=O)(c1ccccc1)c1nnn2c1nc(NCc1ccc(Cl)cc1)c1sccc12,-7%,3%,1%,-1%,-3,-8%,2%[59 µM],38%,-11%
Cc1ccc(C)c(OCCn2cc(C(=O)c3ccco3)c3ccccc32)c1,10%,-28%,-1%,-20%,-1,-4%,45%[activator][59 µM],63%[activator],-7%
COC(=O)C1=C(C)NC(C)=C(C(=O)OC)C1c1cc2cc(C)ccc2[nH]c1=O,10%,-18%,5%,-8%[57.1 µM],5,24%,?,33%,-6%
Cc1ccn2c(NC(=O)c3ccccc3)c(-c3ccccc3)nc2c1,-8%,-11%,5%,-16%,0,?,26%[59 µM],23%,5%
Cc1cccc(NC(=O)c2oc3c(c2C)C(=O)CC(C)(C)C3)n1,9%,-20%,-16%,-21%,-4,3%,-3%[12.7 µM],6%,-1%
Cc1cc(C)cc(NC(=O)c2sc3nc(-c4cc5ccccc5oc4=O)[nH]c(=O)c3c2C)c1,-10%,-12%,0%,-28%,-3,-3%,-4%[59 µM],2%,-3%
Cn1cnnc1SCC(=O)c1ccc2c(c1)OCO2,-5%,-14%,-2%,5%,-10,-4%,-13%,17%,-5%
O=C(Nc1cccnc1)c1cccc(F)c1,8%,-4%,2%,-8%,-1,0%,-2%[59 µM],19%,-1%
Cc1ccc(S(=O)(=O)Nc2ccccc2C(=O)N2CCCCCC2)cc1,4%,-20%,0%,-13%,3,-5%,nt,42%[activator],-2%
CCCCc1nn2c(N)c(/C=C3\C=Nc4ccccc43)c(=O)nc2s1,11%,0%,?,-4%,1,-1%,?,30%,-5%

# Three compounds drawn at random from the list so far, as already listed:
SMILES,BAZ2B block,POLH inh,Pin1 inh,JMJD2A Tudor inh,PI4K2A block,GLS inhibitor,G9a inh,HP1b chromo inh,Tb PGK inh
Cc1ccc(-c2c(C(=O)N/N=C/c3ccc4c(c3)OCO4)nnn2-c2nonc2N)cc1,-19%[57.1 µM],-13%,33%[activator],-12%,-2,-5%,0%,33%,0%
COC(=O)C1=C(C)NC(C)=C(C(=O)OC)C1c1cc2cc(C)ccc2[nH]c1=O,10%,-18%,5%,-8%[57.1 µM],5,24%,?,33%,-6%
Nc1nonc1NC(=O)CSc1ncccc1C(=O)O,-33%,6%,-1%,?,0,-13%,?,34%,-7%

# Later entries
SMILES,BAZ2B block,POLH inh,Pin1 inh,JMJD2A Tudor inh,PI4K2A block,GLS inhibitor,G9a inh,HP1b chromo inh,Tb PGK inh
Cc1ccc(NC(=O)CSCC(=O)Nc2sccc2C#N)cc1,-2%,?,11%,-14%,-3,0%,?,26%,-7%
COCCNc1ccc(S(=O)(=O)N2CCCC2)cn1,-4%,6%,-1%,-4%,2,-10%,?,21%,-1%
CCc1nc(SCC(=O)N2c3ccccc3CC2C)c2c(C)c(C)sc2n1 (stereo not drawn),11%,2%,13%,-4%,1,-28%,nt,42%[activator],-6%
CC(Nc1ccc(F)cc1)=[N+](C)CCNS(=O)(=O)c1ccc(Cl)cc1,50µM*,3%,-1%,20µM*,-5,1%,22µM*,?,1%
COc1cc2c(cc1NC(=O)c1ccc(C)c([N+](=O)[O-])c1)oc1ccccc12,-2%,-8%,0%,-5%,-3,1%,-2%[59 µM],-5%,-9%
Cc1ccccc1N=Nc1c(N)n[nH]c1N,?,-3%,7%,?,-5,10%,-2%[59 µM],-5%,2%
CN(CC(=O)N1CCN(c2ccccn2)CC1)S(=O)(=O)c1ccc2ccccc2c1,-33%,-8%,1%,-17%,1,-2%,-26%[12.7 µM],18%,-1%[11.5 µM]
O=C(NCCC1=CCCCC1)C1CCCN(S(=O)(=O)c2ccc(F)cc2)C1 (stereo not drawn),-2%,0%,3%,2%,3,10%,-8%[59 µM],22%,3%
CC1CCCC(C)N1C(=O)COC(=O)Cc1ccc(Cl)cc1 (stereo not drawn),18%,3%,10%,-10%,-2,-1%,30%[2.33 µM],33%,3%
Nn1c(N2CCCCC2)nc2ccccc21,?,-10%,-1%,-17%,2,7%,19%,35%,-3%
COc1cc2[nH]c(=O)n(CCC(=O)N3CCN(c4cc(Cl)ccc4C)CC3)c(=O)c2cc1OC,-6%,-10%,42%[activator],-11%,2,-15%,-15%[59 µM],29%,3%
COc1ccc(S(=O)(=O)N2CCC(C(=O)NCCN3CCOCC3)CC2)cc1C,3%,?,10%,-23%,-1,3%,12%,15%,5%
CCOC(=O)c1ccccc1NC(=O)N1CCOc2ccc(Cl)cc21,-32%,-17%,1%,-20%,4,5%,?,35%,3%
CCOC(=O)C1(Cc2cccc(OC)c2)CCN(CC2CC=CCC2)CC1 (stereo not drawn),-21%,-18%,-3%,0%,-6,-8%,-3%,23%,-3%
S=c1nc2ccccc2c2nc(-c3ccccc3Br)[nH]n12,11%,-6%,-12%,-8%,-1,-14%,10%[0.501 µM],17%,-1%
CC(C)c1ccc(NC(=O)C2CCN(S(C)(=O)=O)CC2)cc1,8%,11%,-6%,-2%,13,11%,-14%[2.33 µM],12%,-3%
Cc1ccc(/C=N\NC(=O)Cn2c(C)nc3ccccc32)o1,1%,0%,-12%,-9%[57.1 µM],-5,-5%,-3%[59 µM],-1%,-2%
CCOC(=O)/C=C1\NC(=O)CS1,-3%,-1%,0%,-13%,3,0%,4%[12.7 µM],11%,-9%
CCOC(=O)N1CCN(C(=O)C(C)n2nc(C)n3c(cc4sccc43)c2=O)CC1 (stereo not drawn),7%,9%,-9%,-13%,-1,-3%,?,17%,-10%
Cc1c(C)n2c(SCC(=O)Nc3cccc4ccccc34)nnc2[nH]c1=O,-6%,-4%,-6%,-17%,-1,0%,-30%,-3%,-3%
O=C(Nc1nc(-c2ccccc2)cs1)c1cccs1,10%,-4%,-9%,-12%,-3,11%,-6%,42%,11%
CC(C)c1cc(N2CCOCC2)n2ncc(-c3ccccc3)c2n1,30%[activator],?,0%,145%[activator],-1,3%,39%[activator],214%[activator],-13%
COc1ccc(-c2ccc(=O)n(Cc3cccc(Cl)c3)n2)cc1,-3%,-11%,-1%,48%[activator],0,2%,-9%[2.33 µM],94%[activator],-3%
O=C(Oc1ccc(C(=S)N2CCOCC2)cc1Br)c1ccccc1F,-33%,-17%,9%,-30%,0,-11%,10µM*,?,-4%
O=S(=O)(Cc1ccc(Cl)cc1)C1CCCCC1O (stereo not drawn),2%,-3%,-4%,1%,0,11%,-5%[59 µM],23%,-1%
CCCOC(=O)c1c(-c2ccc(C)cc2C)csc1NC(=O)C1C2CCC(O2)C1C(=O)O (stereo not drawn),-6%,-9%,-7%,71µM*,-4,7%,13µM*,?,-7%
